Assay outcomes deposited in PubChem by several laboratories.
MsrA act = activates bovine MsrA enzyme | activation, % at 10.6 µM | 360,000 compounds, 0.3% hits | purified bovine MsrA, absorbance read-out; in the data active = activation above about 7.5%;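 note: 0% = vehicle and 100% = reference activator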
SUMO1 PPI mod = alters human SUMO1 binding to SIM partners; P63165; SUMO1 binding to a labelled peptide, TR-FRET, 1 h; inhibition, % at 20 µM; 360,000 compounds, 0.33% hits; AID 602429; in the data active = inhibition above about 37%
Target sequence (P63165 whole entry, looked up): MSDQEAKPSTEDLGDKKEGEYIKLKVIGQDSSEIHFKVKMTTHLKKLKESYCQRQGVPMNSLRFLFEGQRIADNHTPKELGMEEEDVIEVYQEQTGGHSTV
NRP1-CendR mod = modulators of CendR peptide binding to human neuropilin-1; O14786; inhibition, % at 25 µM; FAM-RPARPAR peptide binding to NRP-1, fluorescence polarization; 360,000 compounds, 0.85% hits; AID 602438;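 active = inhibition or corrected inhibition above about 18%, plus a signal ratio from 0.5 to 1.5, limit read from the data, passing the limit was not always enough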; note: strong numbers were not always called active
STEP block = blocks human striatal-enriched tyrosine phosphatase; P54829; AID 588621; recombinant STEP, OMFP fluorogenic substrate, fluorescence; inhibition, % at 20 µM; 360,000 compounds, 0.25% hits;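 active = inhibition at 20 µM, scaled per plate between control wells, above about 37%, limit read from the data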;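 note: 0% = DMSO with enzyme and substrate and 100% = substrate only without enzyme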
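medium = Bis-Tris buffer pH 6.0, 2.5 mM DTT, 0.005% Tween 20 | test system = STEP (striatal-enriched tyrosine phosphatase) enzyme, cell-free | measure = normalized % inhibition | compound dosing = 20 µM, 1% DMSO | also added = 25 µM OMFP | schedule = reaction 20 min, ambient temperature | measured by = fluorescence read at 480 nm ex / 540 nm em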
E coli Lon inh = inhibits E. coli Lon protease; purified E. coli Lon protease, fluorescence polarization; 360,000 compounds, 0.42% hits; AID 602123; P0A9M0; inhibition, % at 7.94 µM; in the data active = inhibition above about 13%, passing the limit was not always enough;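 note: 0% = enzyme with probe and DMSO and 100% = no enzyme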
Target sequence (P0A9M0 whole entry, looked up): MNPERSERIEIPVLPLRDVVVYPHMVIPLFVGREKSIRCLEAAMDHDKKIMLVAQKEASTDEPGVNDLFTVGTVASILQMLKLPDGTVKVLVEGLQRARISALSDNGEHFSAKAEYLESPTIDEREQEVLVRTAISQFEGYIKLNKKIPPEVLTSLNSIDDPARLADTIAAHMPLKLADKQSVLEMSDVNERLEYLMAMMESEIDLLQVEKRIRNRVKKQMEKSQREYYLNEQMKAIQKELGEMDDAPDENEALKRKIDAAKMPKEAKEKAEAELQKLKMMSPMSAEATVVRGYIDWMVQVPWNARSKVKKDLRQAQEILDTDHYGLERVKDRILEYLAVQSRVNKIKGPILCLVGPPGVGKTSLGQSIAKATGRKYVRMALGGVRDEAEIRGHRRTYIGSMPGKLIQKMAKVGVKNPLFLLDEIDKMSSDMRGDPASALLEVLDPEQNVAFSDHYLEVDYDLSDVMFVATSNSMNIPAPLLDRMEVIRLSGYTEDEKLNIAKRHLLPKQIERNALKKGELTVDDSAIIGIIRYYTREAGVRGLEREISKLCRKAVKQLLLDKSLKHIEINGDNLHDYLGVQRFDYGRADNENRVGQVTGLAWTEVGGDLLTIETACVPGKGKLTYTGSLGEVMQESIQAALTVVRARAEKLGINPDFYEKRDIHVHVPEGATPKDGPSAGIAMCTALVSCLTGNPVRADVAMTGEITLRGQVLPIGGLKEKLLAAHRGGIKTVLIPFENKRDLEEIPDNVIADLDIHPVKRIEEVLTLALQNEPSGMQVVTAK
MsrA inhibitor = bovine MsrA inhibition. purified bovine MsrA, absorbance read-out. inhibition, % at 15.5 µM. 360,000 compounds, 0.75% hits; in the data active = inhibition above about 4.5%;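 note: 0% = vehicle wells with enzyme and 100% = reference inhibitor wells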
LMPTP inh = blocks human LMPTP phosphatase. P24666. recombinant LMPTP-A, OMFP fluorogenic substrate, fluorescence intensity. inhibition, % at 20 µM. 360,000 compounds, 0.22% hits;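 active = compounds that cut the enzyme signal by at least half of the control window in the single-dose screen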;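 note: plate controls were DMSO wells with enzyme plus substrate for no effect and substrate without enzyme for full effect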
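Assay system: LMPTP-A phosphatase enzyme | Input: 0.625 nM enzyme | Also added: Fluorogenic phosphatase substrate OMFP at 400 µM final | Compound dosing: One test concentration per compound, 20 µM, with 3% DMSO overall | Schedule: 50 min enzyme reaction at room temperature, protected from light | Signal: Fluorescence intensity | Benchmarks: no-enzyme and uninhibited controls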
Scp1 inh = Scp-1 (human) phosphatase inhibition. Q9GZU7. Recombinant Scp1, phosphopeptide, malachite green phosphate absorbance. inhibition, % at 20 µM. 340,000 compounds, 0.88% hits;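 active = inhibition above about 50% at 20 µM, limit read from the data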;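 note: plate controls were DMSO wells with enzyme for no effect and wells lacking enzyme for full effect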
Target sequence (Q9GZU7 76-261 limits assumed): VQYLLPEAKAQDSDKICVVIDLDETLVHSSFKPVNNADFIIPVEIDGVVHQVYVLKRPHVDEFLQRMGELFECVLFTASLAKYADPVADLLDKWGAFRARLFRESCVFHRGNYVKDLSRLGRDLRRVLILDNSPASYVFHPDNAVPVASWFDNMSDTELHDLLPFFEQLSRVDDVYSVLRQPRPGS
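Test system: SCP-1 catalytic domain; Buffer or medium: Acidic Tris acetate buffer with magnesium and detergent; Also added: Phosphorylated 17-residue peptide substrate; Compound: single 20 µM dose, 1% DMSO; Schedule: enzyme reaction 45 min at room temperature, colour 5 min, stabilisation 30 min; Signal: Phosphate-binding colour reagent, absorbance read at 630 nm.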
TbMetRS inhib = Trypanosoma brucei MetRS inhibition. purified T. brucei MetRS, ATP depletion, Kinase-Glo luminescence. inhibition, % at 11.9 µM. 360,000 compounds, 0.4% hits;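 active = inhibition above a per-plate cutoff of the control wells' mean inhibition plus 3 SD, cut at about 5.5% in these data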;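 note: 0% = DMSO wells median and 100% = median of wells with control inhibitor compound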
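Material – parasite MetRS enzyme · Medium – HEPES-MgCl2-KCl buffer plus DTT, spermine, BSA, pyrophosphatase · Reagent – ATP, methionine and E. coli bulk tRNA substrates · Times – 15 min enzyme-compound preincubation, 2 h reaction, 10 min detection, 25 °C · Measured by – luminescence of leftover ATP · Evaluation – percent inhibition relative to median high and low control wells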
DNMT1 block = inhibitors of human DNMT1. P26358. DNMT1 molecular beacon, Hinp1I cleavage, fluorescence. inhibition (reported as % activation of signal), % at 10 µM. 360,000 compounds, 0.83% hits; in the data active = inhibition above about 50%
* hit, by the source's call; · = not tested or not shown. Compounds as they come; overall some 4.3% were active at least once.

Each structure is followed by: Scp1 inh, DNMT1 block, SUMO1 PPI mod, NRP1-CendR mod, TbMetRS inhib, E coli Lon inh, MsrA act, STEP block, LMPTP inh, MsrA inhibitor
> Cc1occc1C(=O)N(C)CC1CCCN(CCc2ccccc2F)C1 (centres undefined)
    3, 1, 1, 1, -0.9, -5, -10, 0, 2.3, 0.2
> C[C@H]1O[C@@H](O[C@H]2[C@@H](O)C[C@H](O[C@H]3[C@@H](O)C[C@H](O[C@H]4CC[C@@]5(C)[C@H](CC[C@@H]6[C@@H]5C[C@@H](O)[C@]5(C)[C@@H](C7=CC(=O)OC7)CC[C@]65O)C4)O[C@@H]3C)O[C@@H]2C)C[C@H](O)[C@@H]1O
    -1, 1, -3, 0, -0.3, 2, -1, -4, -0.3, 1.0
> COCCCNC(=O)Cn1nc(-c2cccc(OC)c2)ccc1=O
    -8, 3, -4, -95, -0.2, -3, -9, -1, -1.5, 0.1
> CCN(C(C)=O)c1nc(CSc2nnc(NC(C)C)s2)cs1
    -7, 4, 4, 3, 0.3, 2, -3, 2, 0.0, 0.1
> CCOC(=O)COc1ccc(C(=O)CC)cc1OC
    -6, 3, 0, 2, -0.1, 1, -1, -3, -1.0, 0.3
> CCCCC[C@@H]1C=C(C(=O)O)[C@H](c2cccc(C)c2)N1S(=O)(=O)c1ccc(C)cc1
    -4, 7, 6, 3, -0.2, -2, -4, 2, -0.6, 0.9
> CCCC(=O)N1CCN(c2nc3ccccc3s2)CC1
    0, 4, 1, -2, -0.9, 14, -7, 0, -1.5, 0.0
> COc1cccc(C(=O)N2N=C(c3ccccn3)CC2(O)C(F)(F)F)c1 (centres undefined)
    -15, 2, -3, -8, -0.4, -8, -4, -2, -0.9, -0.5
> CCOC(=O)c1cc(-c2ccccc2)nn1CC1CC(c2cccc([N+](=O)[O-])c2)=NO1 (centres undefined)
    -4, 1, -20, -8, 0.2, 5, -6, 3, -1.7, 0.5
> COC(=O)[C@@]12C[C@@H](CC(=O)N3CCCC3)C(=O)N(Cc3ccc4c(c3)OCO4)C1=CCC(C)(C)C2
    ·, ·, 2, 7, 0.4, ·, ·, ·, 0.1, 0.0
> CCOC(=O)C(Cc1ccccc1)NC(=O)CNC(C)=O (centres undefined)
    0, 1, 0, -2, -0.5, -2, -2, 2, -0.9, -1.7
> COc1ccccc1OC(C)C(=O)Nc1ccc2c(c1)OCCO2 (centres undefined)
    -4, 2, -3, 11, 0.1, -1, -3, 0, -1.3, 1.1
> O=S1(=O)CCN(C(CO)c2ccccc2)CC1 (centres undefined)
    0, 2, 0, 9, 1.1, 1, -2, -3, -0.8, 0.5
> S=C(NCCc1ccccc1)NC1CCCCCC1
    5, -2, 0, 7, -1.3, 2, -4, 3, -0.6, 1.3
> C=CCOC(=O)C1=C(C)N=C2SCCC(=O)N2C1c1cccs1 (centres undefined)
    -5, 0, -5, 0, -1.0, -5, -2, 0, 0.5, 2.1

Pulled by structure from the list above (2):
Each structure is followed by: Scp1 inh, DNMT1 block, SUMO1 PPI mod, NRP1-CendR mod, TbMetRS inhib, E coli Lon inh, MsrA act, STEP block, LMPTP inh, MsrA inhibitor
> CCOC(=O)C(Cc1ccccc1)NC(=O)CNC(C)=O (centres undefined)
    0, 1, 0, -2, -0.5, -2, -2, 2, -0.9, -1.7
> CCN(C(C)=O)c1nc(CSc2nnc(NC(C)C)s2)cs1
    -7, 4, 4, 3, 0.3, 2, -3, 2, 0.0, 0.1

The list goes on.
Each structure is followed by: Scp1 inh, DNMT1 block, SUMO1 PPI mod, NRP1-CendR mod, TbMetRS inhib, E coli Lon inh, MsrA act, STEP block, LMPTP inh, MsrA inhibitor
> Cc1ccc(Nc2nc(-c3ccccc3)c(CC(=O)O)s2)cc1
    1, -6, -3, -29, -0.1, -62, -2, -1, 1.2, -0.7
> COc1cc(OC)cc(-c2cc(NC(C)=O)n[nH]2)c1
    -9, -3, 3, 5, -0.4, -1, -2, 2, -3.0, -0.9
> FC(F)(F)c1cnc(C(c2ccccn2)c2ncn[nH]2)c(Cl)c1 (centres undefined)
    -5, -4, -2, -8, -0.6, 0, 3, 1, -1.2, 1.1
> CCN(CC)S(=O)(=O)c1ccc(NC(=O)c2cnccn2)cc1
    -4, 1, 4, 5, -0.5, -4, -4, 0, -0.2, -0.4
> COc1ccc(C(NC(=O)C(C)C)c2c(O)ccc3ccccc23)cc1 (centres undefined)
    -4, -3, -1, 5, 0.0, -2, -2, 1, 0.5, -0.3
> COc1ccc(OC)c(C(=O)c2ccccc2)c1
    -5, 1, 2, 16, 0.0, -5, -1, -1, -1.1, 1.1
> COc1ccc(-c2ccc(NS(=O)(=O)c3cccc([N+](=O)[O-])c3)cc2)nn1
    0, -5, -4, -2, 0.7, 3, -3, 0, -2.4, 1.2
> CC(=O)c1cc2c(=O)c3cc(C)ccc3oc2nc1C
    0, 1, -17, 1, -0.3, 4, 0, 1, 0.8, 1.2
> COc1ccc(OC)c(S(N)(=O)=O)c1
    -6, 3, -7, 6, 0.1, 0, -4, 1, -0.1, -0.2
> O=C(N/N=C\c1ccc(OC(=O)c2ccco2)cc1)c1ccc(Cl)cc1
    -7, 14, 0, 5, -0.7, -12, 0, 1, 1.0, -0.1
> CCCc1nnc(NC(=O)CSc2nc3ccccc3[nH]2)s1
    3, 4, 2, 5, -0.8, 4, -11, 1, 2.0, 0.8
> CCOC(=O)c1c(C)nc2ccc(Cl)cc2c1-c1ccccc1
    -2, -1, -1, -14, 0.1, -9, 4, -2, 2.7, 0.7
> CC1(C(=O)NCc2cccc3ccccc23)CCN1Cc1ccccc1OC(F)F (centres undefined)
    ·, -1, 9, 4, -0.1, 0, 1, -1, 2.4, -0.9
> Cc1ccc(NC(=O)CN2C(=O)NC3(CCCC3)C2=O)nc1
    -5, 0, 4, 8, -0.1, 2, -1, 0, -0.6, -1.4
> Cc1cc(Br)ccc1NC(=O)CNC(=O)Cc1ccc(S(=O)(=O)N2CCOCC2)s1
    1, -6, -3, -15, -0.2, -11, -5, 0, -0.4, 0.0
> Cc1nc2cc(NC(=O)Nc3ccc(N4CCOCC4)cc3)ccc2n1C
    -6, -2, -3, -10, -0.1, -8, -2, -1, 0.9, 0.6
> COC(=O)c1ccc(C(=O)OC)c(NC(=O)CN(c2ccc3c(c2)OCO3)S(C)(=O)=O)c1
    -11, -1, 2, 6, 0.2, -2, 5, -2, 1.4, -0.3
> CCc1ccc(C(C)NC(=O)C2(C)CC2(Br)Br)cc1 (centres undefined)
    -5, 0, 2, 10, -1.0, 3, -1, 0, -0.5, 0.4
> Cc1c(NC(=O)CCSc2ccc(Cl)cc2)c(=O)n(-c2ccccc2)n1C
    -10, 3, 0, -12, -0.3, 5, -4, -4, -2.6, -0.1
> CNC(=O)C1CN(C(=O)c2cccc(S(=O)(=O)N3CCc4ccccc43)c2)c2ccccc2O1 (centres undefined)
    ·, -7, -5, -6, -0.2, 11, 0, -4, 0.8, 0.1
> CCSc1nc2ccccc2c(=O)n1C1CCOC(C)(C)C1 (centres undefined)
    -7, 1, -1, 11, 1.2, -12, -3, 1, 0.6, 1.1
> COc1ccccc1NC(=O)C(C)NS(=O)(=O)c1ccc(F)cc1 (centres undefined)
    -11, 3, -1, -2, -0.5, -3, -5, -3, -1.5, 0.9
> CC(C)=C(NC(=O)c1ccccc1Br)C(=O)NCCc1nc2ccccc2[nH]1
    -10, 2, 2, -5, 0.0, 2, -8, -1, -0.9, 0.8
> COc1ccc(Cn2c(CCC(=O)Nc3ccc(C)cc3)nc3cccnc32)cc1
    -2, -6, 3, 0, 0.3, -2, 2, -1, 0.8, -1.0
> CCOc1nc(Nc2ccc(OC)cc2OC)nc(OCC)n1
    -1, 3, -1, -4, -0.7, -3, -3, 0, 0.9, 0.7
> O=C(NCc1ccccc1)C(c1ccco1)N(C(=O)c1ccccn1)c1ccccc1 (centres undefined)
    -2, 1, 2, -2, -0.4, -2, -3, -1, -0.8, -0.6
> CC1CCN(S(=O)(=O)c2ccc(NC(=O)Cc3ccc(S(=O)(=O)N4CCOCC4)s3)cc2)CC1
    -7, -2, -2, -14, -0.6, -10, -2, -2, 1.1, 0.6
> CCN(Cc1ccccc1)C(=O)C1CCN(Cc2ccc(SC)cc2)CC1
    -5, -1, 42*, -9, -0.5, 0, -2, 0, -0.6, -0.4
> CCOc1ccc(OCCC(=O)OCC(=O)Nc2cc(OCC)c(N3CCOCC3)cc2OCC)cc1
    11, 26, 5, -1, -0.4, -5, -2, 2, 5.2, 1.6
> c1ccc(-c2nc3c([nH]2)CCc2nonc2-3)cc1
    -5, -1, 2, 2, -0.1, 6, -4, 2, -2.1, 1.5
> CC(=O)Nc1ccc(S(=O)(=O)N2CCN(c3ccc([N+](=O)[O-])cc3)CC2)cc1
    -6, -4, -24, -3, 0.8, 3, -3, 4, 0.6, 0.9
> CCOC(=O)[C@]12CCCC=C1N(Cc1ccccc1)C(=O)[C@H](CC(=O)N1CCCC1)C2
    ·, ·, -7, -3, -1.0, ·, ·, ·, -2.2, -0.6
> O=C1CCc2nc3ccccc3c(=O)n2N1
    -1, 0, 3, -6, -0.9, 3, -4, -3, -1.2, ·
> O=C(NOCc1cscn1)Nc1ccccc1
    7, 5, 1, -2, -0.5, -10, -6, 0, -0.1, 1.5
> CCOC(=O)N1CCN(C(=O)CCS(=O)(=O)c2cc3c(cc2Cl)NC(=O)CO3)CC1
    -12, -1, 1, -4, -1.1, -2, -1, 2, -1.4, -0.2
> CCc1c(C)c2ccc(OCC(=O)NCC3CCC(C(=O)O)CC3)c(C)c2oc1=O (centres undefined)
    18, 4, 4, 7, 0.1, 3, -1, 2, -0.2, 3.1
> CCn1c(CNc2nc(-c3ccccc3)cs2)nnc1SCC(=O)NCc1ccco1
    -4, -4, 6, -21, -1.1, 8, -3, -2, 2.9, 3.2
> Nn1c(Nc2ccccc2)nc2sc3c(c2c1=O)CCCC3
    -1, -4, 2, -12, -0.7, -3, -4, -1, -1.1, 1.0
> CN1CCN(C(=O)c2ccc(-c3ccccc3)cc2)CC1
    -7, 3, 7, -6, -1.4, 2, -1, 2, 0.4, 1.0
> COc1ccccc1CNC(=O)CSc1ccccc1
    -8, 1, 0, 4, 0.0, -1, -3, -1, -0.9, 1.0
> CNC(=O)Nc1ccc(Cl)cc1
    2, -3, 1, 10, -0.8, -7, -10, -13, -0.6, 0.5
> CC[C@H]1C(Nc2ccccc2)C[C@@H]2CCN3C(=O)CC[C@H]1[C@H]23 (some centres undefined)
    -8, -1, -3, 16, 0.1, -11, -1, 0, 0.7, -0.4
> Cc1nn(-c2cccc(C(F)(F)F)c2)c(Cl)c1/C=N/Nc1cccc(C(=O)O)c1
    -3, -3, -1, 4, -0.5, 0, -9, -1, 2.7, 0.4
> O=C(Cn1cnc2c(NCc3ccccc3)ncnc21)N1CCN(c2ccccn2)CC1
    7, 2, -1, -6, -0.5, -1, -1, -3, 0.1, -0.8
